RXFP1 antagonist: blocks the human relaxin receptor RXFP1; HEK293-RXFP1, relaxin-stimulated cAMP HTRF, 30 min; hits give low values; activity change, negative = inhibition, % at 57.5 µM; 0.59% of 350,000 active; Q9HBX9;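 active = activity change of -60% or lower, but not beyond a set lower limit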; also: % is scaled to controls: 0 for no effect and ±100 for the full control effect
D1 antag: antagonists of human D1 dopamine receptor | HEK293 TREx D1 cells, calcium flux, dopamine EC80; hits give low values | activity change, negative = inhibition, % at 10 µM | P21728 | 3.2% of 360,000 active | AID 504652; in the data active = activity change below about -30%; also: % is scaled to controls: 0 for no effect and ±100 for the full control effect
Target sequence (P21728 whole entry, looked up): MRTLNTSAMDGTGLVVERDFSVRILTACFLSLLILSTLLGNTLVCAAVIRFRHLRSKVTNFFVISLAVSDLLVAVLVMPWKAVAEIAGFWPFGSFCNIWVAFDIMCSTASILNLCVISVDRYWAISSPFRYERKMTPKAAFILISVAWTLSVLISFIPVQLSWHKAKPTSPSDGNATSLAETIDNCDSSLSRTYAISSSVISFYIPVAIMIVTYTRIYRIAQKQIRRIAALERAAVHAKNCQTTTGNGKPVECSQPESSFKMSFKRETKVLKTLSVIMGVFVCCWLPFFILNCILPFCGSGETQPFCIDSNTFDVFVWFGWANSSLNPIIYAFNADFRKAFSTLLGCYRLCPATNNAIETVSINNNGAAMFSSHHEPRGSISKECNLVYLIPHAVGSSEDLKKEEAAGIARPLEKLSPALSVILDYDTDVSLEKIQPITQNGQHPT
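Antagonism measured as reduced calcium response to an EC80 dopamine addition following 180 s compound pre-read; cells were inducible HEK293 Trex D1 plated overnight at 30 C, read kinetically at 1 cycle/sec.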
TRHR enhancer: allosteric enhancers of human TRH receptor; TRHR cells, fluo-8 calcium fluorescence, EC20 TRH enhancement; enhancement, % at 2 µM; 0.66% of 360,000 active; P34981; AID 493056; in the data active = enhancement above about 30%; also: 0% is about no effect
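Enhancer read-out: after compound pinning and an initial kinetic agonist-mode read, an EC20 of TRH (10 nM final) was injected and fluo-8 calcium signal (Ex 480/Em 530) followed at 1 s/cycle for 100 cycles in TRHR-expressing cells.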
D1 ag: human D1 receptor agonism; P21728; 1% of 360,000 active; AID 504660; activation, % at 2 µM; HEK293 T-REx D1 cells, calcium flux, agonist mode; also: 0% is about no effect
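Inducible HEK293 T-REx D1 cells, force-coupled to calcium signalling, were plated at 4000 cells/well with tetracycline and held overnight at 30 C. After no-wash calcium dye loading, compound-evoked calcium rise over 180 s flagged agonists.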
D2 potentiator: positive allosteric modulators of human D2 dopamine receptor | potentiation, % at 10 µM | 0.34% of 340,000 active | AID 485347 | P14416 | HEK293 T-REx D2, calcium flux, EC20 dopamine potentiation;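 active = potentiation over 3 SD above the plate norm, cut at about 30% in these data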; also: 0% is about no effect
Target sequence (P14416 whole entry, looked up): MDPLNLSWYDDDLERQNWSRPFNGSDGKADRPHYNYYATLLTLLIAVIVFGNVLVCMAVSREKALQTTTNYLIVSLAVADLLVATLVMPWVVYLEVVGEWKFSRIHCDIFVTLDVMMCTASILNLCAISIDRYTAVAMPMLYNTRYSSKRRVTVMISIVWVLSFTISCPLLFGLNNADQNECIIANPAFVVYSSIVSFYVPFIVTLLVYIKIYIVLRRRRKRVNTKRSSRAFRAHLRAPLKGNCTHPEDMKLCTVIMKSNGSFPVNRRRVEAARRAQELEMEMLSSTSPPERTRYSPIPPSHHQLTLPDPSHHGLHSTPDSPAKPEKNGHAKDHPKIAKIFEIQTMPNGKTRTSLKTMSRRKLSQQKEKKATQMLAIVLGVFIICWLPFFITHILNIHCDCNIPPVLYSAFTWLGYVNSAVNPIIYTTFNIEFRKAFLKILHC
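Primary screen. Calcium kinetics in induced HEK293 T-REx D2 cells: compound pre-addition 180 s, EC20 dopamine, 180 s more.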
TRHR ag: TRH receptor (human) agonism. P34981. TRHR cells, calcium flux fluo-8, FDSS agonist mode. activation, % at 2 µM. AID 493084. 0.18% of 360,000 active; also: 0% is about no effect
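Steps: seed TRHR cells overnight; add fluo-8 no-wash Ca dye, RT 30 min–1.5 h; record 10 s baseline; pin-transfer compounds; monitor fluorescence 1 cycle/s for the agonist window. Calcium increases flag candidate agonists.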
D2 antagonist: D2 dopamine receptor (human) antagonism. HEK293 TREx D2 cells, calcium flux, dopamine EC80. P14416. AID 485344. 2% of 340,000 active. inhibition, % at 10 µM; in the data active = inhibition above about 30%; also: 0% is about no effect
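Dopamine at EC80 is the agonist stimulus; test compounds precede it by 180 s. Calcium flux read kinetically in a force-coupled, inducible HEK293 T-REx D2 cell line.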
D2 ag: agonists of human D2 dopamine receptor | HEK293 T-REx D2 cells, calcium flux agonist mode | P14416 | activation, % at 2 µM | 0.53% of 340,000 active;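 active = activation over 3 SD above normal in the single-dose calcium agonist read, cut at about 30% in these data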; also: 0% is about no effect
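Agonism scored from kinetic calcium signal (1 read/sec, 180 s) following compound pin transfer, after a 10 s baseline. Cells: HEK293 Trex line expressing inducible D2 receptor coupled to calcium, dye-loaded after overnight culture at 30 C.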
D1 PAM: enhances dopamine response at the human D1 receptor; potentiation, % at 10 µM; 0.036% of 360,000 active; AID 504651; HEK293 TREx D1 cells, calcium flux, dopamine EC20 potentiation; P21728; in the data active = potentiation above about 30%; also: 0% is about no effect
Starred values were filed as active, the others as inactive; nt = no result given. Rule as the data show it, unless noted: active = activation above about 30%; inactive = the rest. Outcome played no part in choosing rows; about 7.1% have a hit in one of these screens.

item | Molecule | RXFP1 antagonist | D1 antag | TRHR enhancer | D1 ag | D2 potentiator | TRHR ag | D2 antagonist | D2 ag | D1 PAM
1 | COc1ccc(CN2CCn3ncc(C(=O)Nc4ccccc4)c3C2=O)cc1 | -9 | -20 | 23 | 3 | 13 | 0.1 | 16 | -1.3 | -3
2 | Cc1ccc(-c2nc3nc(C)cc(N4CCN(c5cccc(C)c5)C(C)C4)n3n2)cc1 (centres undefined) | nt | 15 | 2 | 6 | -1 | 5.8 | nt | 3.4 | 9
3 | CCCC(=O)Nc1ccc(C(=O)NNC(=O)c2ccccc2Br)cc1 | 18 | -8 | 4 | 2 | 12 | 0.0 | 0 | 0.1 | 5
4 | Cc1cccc(C(=O)O/N=C2\CCSc3ccc(C)cc32)c1 | -12 | -1 | -3 | 8 | -4 | 0.3 | 10 | 0.4 | -2
5 | CN(C)C(=S)Nc1ccc(Br)cc1Cl | 11 | -6 | -4 | 0 | 9 | 0.1 | -1 | -0.2 | -3
6 | CCOC(=O)c1cnc2ccc(OC)cc2c1NCCN1CCOCC1 | 8 | 7 | 0 | 8 | -3 | -0.2 | 4 | 0.1 | -2
7 | C/C(=N\OC(=O)NC(C)C)c1sc(-c2ccccc2)nc1C | -6 | -6 | -5 | 2 | -4 | -0.9 | 11 | 0.0 | -2
8 | Cc1ccoc1C(=O)Nc1ccc2ccccc2c1 | 11 | 4 | 1 | 1 | nt | -1.1 | 15 | -3.3 | 0
9 | Cc1ccc(SC[C@H](Cc2ccccc2)N2CCN(CC(C)C)CCC2=O)cc1 | nt | -5 | -8 | 6 | 0 | -0.3 | -26 | -0.8 | 2
10 | CCNC(=O)C1CC(=O)OC12CCCCC2 (centres undefined) | -2 | 0 | -6 | 5 | 9 | 0.5 | -5 | -0.2 | 0
11 | CCOc1ccc2nc(COC(=O)c3cccc([N+](=O)[O-])c3)c(C(C)=O)[n+]([O-])c2c1 | 4 | 2 | 1 | 3 | -4 | 0.5 | -2 | -0.4 | 2
12 | O=C(CCc1nc(-c2ccccc2Cl)no1)NC1CCCC1 | 3 | -5 | 1 | 3 | 0 | -0.2 | -15 | -0.6 | -7
13 | CCCCCNC(=O)C1CCC(Cn2c(=O)c3sccc3n(CC(=O)NCc3cccc(OC)c3OC)c2=O)CC1 (centres undefined) | nt | -4 | 7 | -1 | -4 | -0.3 | nt | -0.2 | 0
14 | COc1ccc(CCNC(=S)NC(=O)c2cccc([N+](=O)[O-])c2)cc1OC | -8 | -10 | 2 | 0 | -4 | -1.0 | 20 | -1.4 | 13
15 | Cc1cc(C)c(N=Cc2c(O)n(-c3nccs3)c(=O)c3ccccc23)c(C)c1 | -11 | 11 | 0 | 4 | -27 | 0.5 | 41* | 1.0 | -8
16 | COCc1cc(=O)[nH]c(N2CCN(c3ccccc3OC)CC2)n1 | 4 | 0 | 1 | 4 | 7 | -2.2 | 16 | -1.4 | 11
17 | O=C(Nc1ccc(S(=O)(=O)NC2CCCCC2)cc1)c1ccc(Br)o1 | -12 | -12 | -1 | 4 | -13 | -0.7 | -9 | 0.1 | -5
18 | COc1ccccc1C(=O)NC(=O)COC(=O)C1CC1C (centres undefined) | 5 | 6 | 1 | -1 | 0 | -0.2 | 13 | 2.0 | -3
19 | CCOc1ccc(S(=O)(=O)N(C)c2ccc(OCC(=O)Nc3ccc4[nH]c(=O)[nH]c4c3)cc2)cc1 | -7 | 7 | -3 | 1 | 8 | 0.6 | -10 | -0.4 | -4
20 | Cc1cc(C)nc(Nc2nc3ccccc3o2)n1 | -7 | -31* | -1 | 5 | -14 | 1.0 | 11 | 1.7 | -14
21 | O=C(CS(=O)(=O)Cc1ccccc1)N1CCN(Cc2ccc3c(c2)OCO3)CC1 | -8 | -37* | 1 | 5 | nt | 0.0 | nt | nt | -1
22 | COc1ccc([C@H]2CC(=O)C=C(c3cccc(C(F)(F)F)c3)C2)cc1 | nt | nt | -6 | 3 | -16 | 0.0 | 10 | nt | 2
23 | Cn1cnnc1SC1c2cccc3cccc(c23)C1NS(=O)(=O)c1ccc(Cl)cc1 (centres undefined) | -6 | -11 | -12 | 0 | 17 | -0.2 | -10 | -0.3 | -4
24 | CCCC(=O)Nc1ccc(C#Cc2ccccc2)cc1 | -2 | -20 | -4 | 3 | -1 | 1.4 | 9 | 0.1 | -4
25 | CCc1ccc(CNC(=O)c2sc3nc[nH]c(=O)c3c2C)cc1 | -6 | 8 | 3 | 0 | -6 | -0.3 | nt | -3.4 | -2
26 | CCCn1c(SCCN2C(=O)c3ccccc3C2=O)n[nH]c1=O | 4 | 4 | -1 | 3 | -10 | 1.2 | -16 | -0.4 | -3
27 | Cc1nnc(NC(=O)c2cc(S(=O)(=O)N3CCCCC3)ccc2Cl)s1 | -5 | 5 | 11 | 3 | 0 | -0.8 | 16 | 0.8 | -1
28 | COc1ccc(C(CNc2ccc(S(=O)(=O)N3CCCC3)cc2[N+](=O)[O-])N2CCCC2)cc1 (centres undefined) | -19 | 3 | 4 | 1 | 6 | 0.2 | -12 | -0.5 | -2
29 | CN(CC(=O)NCC(=O)Nc1ccc(F)cc1)C1CCS(=O)(=O)C1 (centres undefined) | -9 | 1 | 0 | 0 | 5 | 0.4 | -8 | 0.1 | -5
30 | O=C(Nc1nc2c(Cl)cccc2s1)c1ccc([N+](=O)[O-])o1 | -1 | -21 | 25 | 12 | 5 | -0.1 | 4 | -0.6 | 2

Complete entries as entered above. Screens in order: RXFP1 antagonist	D1 antag	TRHR enhancer	D1 ag	D2 potentiator	TRHR ag	D2 antagonist	D2 ag	D1 PAM
Cc1ccoc1C(=O)Nc1ccc2ccccc2c1 as listed: 11	4	1	1	nt	-1.1	15	-3.3	0
COCc1cc(=O)[nH]c(N2CCN(c3ccccc3OC)CC2)n1 as listed: 4	0	1	4	7	-2.2	16	-1.4	11
CCCC(=O)Nc1ccc(C#Cc2ccccc2)cc1 as listed: -2	-20	-4	3	-1	1.4	9	0.1	-4
CCc1ccc(CNC(=O)c2sc3nc[nH]c(=O)c3c2C)cc1 as listed: -6	8	3	0	-6	-0.3	nt	-3.4	-2

(next part)
item | Molecule | RXFP1 antagonist | D1 antag | TRHR enhancer | D1 ag | D2 potentiator | TRHR ag | D2 antagonist | D2 ag | D1 PAM
31 | CCOC(=O)N1CCN(S(=O)(=O)N2CCCC(C(=O)NCCCN3CCCCC3CC)C2)CC1 (centres undefined) | -10 | -11 | -4 | 2 | -7 | 0.5 | 8 | 0.3 | -2
32 | O=C(CN1CCCC1)OCCCC1CCCCC1 | 11 | -5 | -2 | 0 | -2 | -1.5 | 5 | 0.3 | 6
33 | CC(OC(=O)C1CC1)C(=O)Nc1cc(C(F)(F)F)ccc1Cl (centres undefined) | -2 | nt | -2 | 2 | -3 | -0.7 | 15 | -0.7 | -6
34 | COc1ccc(NC(=O)CSc2nc3ccccc3n2CC(=O)N(C)c2ccc(F)cc2)cc1 | 0 | -17 | 3 | -2 | -2 | 1.1 | nt | nt | 1
35 | Cn1c(/C=C/N(Cc2ccccc2)c2ccccc2)c([N+](=O)[O-])c(=O)n(C)c1=O | -5 | 0 | -2 | 2 | 1 | 0.0 | -16 | -0.2 | -6
36 | O=C(CSCc1ccc(F)cc1)N1CCOCC1 | 10 | 22 | -10 | 4 | nt | -0.6 | nt | nt | -5
37 | O=C(CSc1nnc(CNc2ccc(F)cc2)n1Cc1ccco1)N1CCOCC1 | -7 | -3 | -3 | 4 | 6 | 0.3 | nt | nt | -2
38 | COC(=O)CN(C(=S)Nc1ccc(F)cc1)C1CC(=O)N(c2ccccc2)C1=O (centres undefined) | 3 | 1 | -1 | -1 | 3 | 2.5 | 3 | 2.2 | 2
39 | CCC(Oc1ccccc1)C(=O)N1CCC(C(N)=O)CC1 (centres undefined) | -6 | 5 | 4 | 2 | -22 | 0.0 | 0 | -1.2 | -3
40 | CCCC[C@@H]1CNCCN1CC1(c2ccccc2)CC1 | nt | -5 | 2 | 4 | 9 | 0.2 | 1 | 0.6 | 2
41 | Cc1noc(C)c1C(=O)Nc1ccc(-n2ccc(C(F)(F)F)n2)cc1 | 0 | -24 | -4 | 6 | 1 | -0.3 | 0 | 0.3 | -10
42 | C/C(CC(=O)Nc1ccc2c(c1)OCCO2)=N\NC(=O)Cc1ccccc1 | -20 | 3 | 18 | 3 | -4 | 0.2 | -8 | -0.1 | -6
43 | Cc1cc(NC(=O)c2c(Cl)c(C)nn2C)no1 | 4 | -1 | -1 | 2 | -9 | -0.1 | -9 | 0.7 | -13
44 | CCCC(C(=O)NCc1ccco1)N(CC1CCCO1)C(=O)CNS(=O)(=O)c1ccc(F)cc1 (centres undefined) | 0 | -17 | 1 | 2 | 4 | -1.7 | 1 | -0.4 | -5
45 | CC1CCN(S(=O)(=O)c2ccc(N=NC3=C(O)CC(C)(C)CC3=O)cc2)CC1 | -17 | 12 | -5 | 2 | -4 | 1.7 | 9 | 3.5 | 2
46 | CN(C(=O)CCN1C(=O)c2ccccc2C1=O)C1CCCCC1 | -14 | -3 | -2 | 1 | -8 | -0.3 | 10 | -0.1 | -1
47 | COc1ccc(S(=O)(=O)N2CCCCCC2)cc1C(=O)N(C)Cc1ccccc1F | 6 | 15 | -5 | 2 | -3 | 0.3 | 4 | nt | -6
48 | CCNC(=O)NC(=O)COC(=O)C1CSC2(C)CCC(=O)N12 (centres undefined) | -5 | 6 | 6 | 8 | 7 | 1.4 | -1 | 0.3 | -1
49 | CCOC(=O)N1CCC(N2CCN(S(=O)(=O)c3ccc4ccccc4c3)CC2)CC1 | -12 | -22 | 5 | 6 | 7 | -0.8 | -15 | -2.8 | -2
50 | Cc1cc(-c2ccco2)n(CC(=O)NCCCc2ccccc2)n1 | nt | 2 | -8 | -1 | -3 | -0.5 | 1 | 0.0 | -5
51 | Nc1c(-c2ccccc2)c(CSc2nc3ccccc3[nH]2)nn1-c1ccc(C(=O)O)cc1 | -5 | 8 | 5 | 0 | -4 | 0.3 | 11 | -0.9 | -3
52 | COc1cc2cc(CN(CCN3CCCC3)C(=O)Nc3ccccc3Cl)c(=O)[nH]c2cc1OC | nt | 1 | -21 | 0 | 23 | 0.2 | 2 | -0.7 | -2
53 | COC(=O)c1ccc(Cl)c(NC(=O)c2ccc(-c3ccccc3)cc2)c1 | nt | 40 | -5 | 4 | -3 | 0.4 | 10 | -0.3 | 0
54 | Nc1nc(SCC(=O)Nc2cccc(Oc3ccccc3)c2)n[nH]1 | 12 | 13 | -1 | 2 | -16 | -0.1 | -15 | 0.6 | -6
55 | CCc1ccc(NC2=NCC(c3ccccc3)S2)cc1 (centres undefined) | -69* | -14 | -1 | 17 | -2 | 3.8 | 15 | 2.2 | -2
56 | CCOc1ccc(CCNC(=O)COC(=O)c2c(C)nn(-c3ccccc3)c2C)cc1OCC | -5 | -1 | 15 | 2 | -2 | 0.0 | nt | nt | 2
57 | N#CC1=C(N)Oc2c(O)cc3ccccc3c2C1c1ccsc1 (centres undefined) | -13 | -16 | 5 | 1 | 15 | 0.3 | -11 | 2.2 | -6
58 | COc1ccc2[nH]c(C(=O)N/N=C/c3ccccc3OC)cc2c1 | -2 | -7 | 0 | 1 | nt | -0.1 | nt | nt | 4

Bioassay records from PubChem BioAssay.
